# Screening data deposited in PubChem by several laboratories.
# HEK293 NOD2/NF-kB: NOD2 signaling inhibitors, cell-based, luminescence, uHTS, HEK293 (AID 1566); HEK293 NOD2/NF-kB luciferase reporter, luminescence; higher % means a stronger effect; inhibition, % at 4 µM, or EC50 in µM where a hit was titrated; actives 0.63% (n = 290,000); further: many of its hits are not listed in these tables
# West Nile virus CPE: West Nile virus antiviral activity, cell-based, CPE readout (AID 1621). West Nile virus-infected cells, CPE inhibition; higher % means a stronger effect. CPE inhibition, % at 10 µM, or IC50 in µM where a hit was titrated. actives 0.02% (n = 290,000); in the data active means a potency from the dose series; inconclusive means CPE inhibition mostly from about 3.7% at the one dose, without a potency; inactive means the rest, 99 in 100 with CPE inhibition below about 2.2%; further: strong numbers were not always called active
# Dengue-2 NS5 capping: Dengue-2 NS5 methyltransferase inhibitors, primary screen, biochemical, confirmation dose response (AID 588689); actives 0.3% (n = 340,000); Genome polyprotein (Dengue virus type 2 (strain 16681-PDK53)); Dengue-2 NS5 methyltransferase capping enzyme assay, biochemical; higher % means a stronger effect; one-dose inhibition, % at 25 µM; IC50 in µM for titrated hits; in the data active means a potency from the dose series; inconclusive means inhibition above about 29% without an active follow-up result
# AID2073: inhibitors of Mint1-CaV2.2 protein interaction, biochemical, HTRF (AID 2073) | Voltage-dependent N-type calcium channel subunit alpha-1B (Homo sapiens) | HTRF protein-protein interaction, Mint1-CaV2.2; higher % means a stronger effect | inhibition, % at 20 µM, or IC50 in µM where a hit was titrated | actives 0.19% (n = 290,000); in the data active means inhibition mostly above about 51%, no sharp cut-off; inconclusive means no clear call, values can overlap the other calls; inactive means mostly below about 53%; further: some results filed as inactive read as strong as hits
# NOD1 inhibition: NOD1 signaling inhibitors, primary screen, cell-based, luminescence, uHTS (AID 1578). NOD1-driven NF-kB luciferase reporter cells, luminescence; higher % means a stronger effect. actives 1% (n = 290,000). one-dose inhibition, % at 4 µM; EC50 in µM for titrated hits; in the data active means inhibition mostly above about 36%, no sharp cut-off; inactive means mostly below about 34%;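 further: HEK-293T reporter cells stimulated with the NOD1 agonist gamma-tri-DAP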
# HIV fusion peptide: inhibitors of HIV fusion peptide binding, primary screen, biochemical, uHTS, fluorescence dequenching (AID 1986) | actives 0.3% (n = 290,000) | one-dose inhibition, % at 20 µM; IC50 in µM for titrated hits | cell-free peptide binding, fluorescence dequenching, 30 min; higher % means a stronger effect; in the data active means inhibition mostly above about 52%, no sharp cut-off; inactive means mostly below about 76%; further: some results filed as inactive read as strong as hits
# KOR beta-arrestin-1: KOR antagonists, beta-arrestin recruitment, cell-based, luminescence, uHTS (AID 1778) | one-dose inhibition, % at 10 µM; IC50 in µM for titrated hits | actives 0.091% (n = 290,000) | Kappa-type opioid receptor (Homo sapiens) | KOR beta-arrestin recruitment, luminescence, antagonist mode; higher % means a stronger effect; further: strong numbers were not always called active
# Yfh1-off respiration: enhancers of respiration in Yfh1-depleted yeast, dose response, Friedreich's ataxia, plus single-dose screen (AID 1465) | one-dose fold induction at 50 µM; EC50 in µM for titrated hits | actives 0.074% (n = 220,000) | S. cerevisiae Yfh1-off respiration, WST-1 reduction, 72 h; higher fold induction means a stronger effect;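 active means fold induction of absorbance versus untreated yeast above a set limit, then at least 30% activation at any dose in follow-up; inconclusive means repeats straddling the limit, or above it without dose testing; inactive means fold induction below the set limit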;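 further: activators that raise dye reduction in frataxin-depleted yeast; strong numbers were not always called active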
# KOR beta-arrestin-2: KOR agonists, beta-arrestin recruitment, primary screen, cell-based, luminescence, uHTS (AID 1777); actives 0.02% (n = 280,000); KOR beta-arrestin recruitment, luminescence; higher % means a stronger effect; activation, % at 10 µM, or EC50 in µM where a hit was titrated; Kappa-type opioid receptor (Homo sapiens); in the data active means activation above about 50%, passing the limit was not always enough; further: a part of the inactive calls stands beside numbers as strong as those of hits
# * marks the source's active call; other numbers are inactive results; i = inactive; ? = inconclusive; · = no result given; [ ] = dose if it differs, or a comment. Unless noted, no stated cut-off is given here; in the data, active means inhibition above about 50%; inactive means the rest. These rows are one share of the data (hit frequency here may not be typical).
compound | HEK293 NOD2/NF-kB | West Nile virus CPE | Dengue-2 NS5 capping | AID2073 | NOD1 inhibition | HIV fusion peptide | KOR beta-arrestin-1 | Yfh1-off respiration | KOR beta-arrestin-2
CN(C)c1ccc(/C=C2\C(=N)N3N=C(CC(=O)N4CCCC4)SC3=NC2=O)cc1Br | -5% | -0.2% | -22% | 14% | -16% | 3.4% | -14% | · | -4.0%
COc1ccccc1C(=O)Nc1cc2c(ccc3ccccc32)oc1=O | -4% | · | · | 14% | -49% | -2.5% | -27% | · | 6.6%
COc1ccc(S(=O)(=O)N(C)C)cc1NC(=O)[C@H](Cc1ccccc1)N1C(=O)c2ccccc2C1=O | 15% | -0.3% | -6% | 10% | 2% | -0.5% | 9% | i | -2.6%
NNC(=S)Nc1cccc(-c2n[nH]c(=S)o2)c1 | 24% | 0.4% | 14% | -6% | -6% | 37% | 7% | i | 3.3%
O=C(NCCc1ccc2c(c1)OCCO2)c1cccc(F)c1 | -40% | -1.4% | 0% | -5% | -44% | -0.3% | 4% | i | 6.4%
COc1cc(C(=O)Nc2nc(-c3ccc(Cl)cc3)c(C)s2)ccc1OCC(=O)Nc1ccc(F)cc1 | -3% | -0.5% | 3% | 32% | -33% | -0.2% | -75% | i | 38%
COc1ccc(NC(=O)O/N=C/c2ccc(N(C)C)cc2)cc1 | -16% | -0.7% | -4% | 13% | -14% | 2.1% | -24% | · | -1.2%
Cc1ccc(S(=O)(=O)NCCSc2nnnn2-c2ccc(C(N)=O)cc2)cc1 | -2% | 0.4% | -6% | -9% | -16% | -0.8% | 5% | i | -5.1%
O=C(Cn1cc(C(F)(F)F)cc(Cl)c1=O)NCc1ccc(Cl)cc1Cl | 6% | -1.6% | 0% | 5% | -3% | 5.3% | -78% | · | -1.5%
COc1cccc(C(=O)Nc2nnc(C3CCCO3)s2)c1 (configuration not stated) | -52% | 0.6% | -3% | 6% | -54% | 1.8% | 10% | i | 1.6%
O=C(CCOc1ccccc1)N1CCN(c2ccc(O)cc2)CC1 | -24% | -0.6% | 2% | -84% | 4% | -4.0% | 30% | i | 0.4%
COCCn1c(Cc2ccccc2)nnc1SCC(=O)Nc1cc(C)on1 | 7% | -0.2% | -2% | -6% | -22% | 1.8% | 34% | i | -4.4%
CC(C)c1ccccc1NC(=O)COC(=O)CNC(=O)c1ccc(Br)cc1 | 4% | 0.5% | -4% | 21% | -33% | -0.6% | 29% | i | -4.9%
COc1ccc(-n2c(SCC(=O)Nc3ccccc3)nc(O)cc2=O)cc1 | 12% | 0.0% | -6% | 12% | -3% | 12% | 19% | i | -3.0%
CCC(CO)NC(=O)c1ccc(-c2nn(C)c(=O)c3ccccc23)cc1 (configuration not stated) | 9% | -0.2% | 0% | -7% | -21% | 1.8% | -12% | i | 3.0%
CCOc1ccc(/C=C/C(=O)NCc2ccccc2)cc1 | -3% | -0.1% | 4% | -15% | -51% | -0.8% | · | i | 0.1%
Cc1onc(-c2ccc(Cl)cc2)c1-c1ccnc(SCC(=O)Nc2ccc(C(C)C)cc2)n1 | 17% | -1.0% | -3% | -15% | 23% | -0.1% | -4% | i | 1.7%
COc1cccc(N(CC(=O)NC(C)c2ccccc2)S(C)(=O)=O)c1 (configuration not stated) | 13% | -0.3% | -6% | 41% | -4% | -2.8% | -19% | i | 0.2%
O=C(CCC1COc2ccccc2O1)NCC1COc2ccccc2O1 (configuration not stated) | 9% | 0.4% | 1% | 1% | -16% | 1.6% | -1% | i | -3.7%
CC(=O)c1cccc(NC(=O)CCNC(=O)c2ccccc2Cl)c1 | -16% | 0.2% | -11% | 10% | -14% | 0.5% | 2% | · | 0.9%
COc1ccc(C(O)Cn2ccsc2=NC(C)=O)cc1 (configuration not stated) | -11% | -0.3% | -8% | -2% | -36% | 0.4% | -26% | · | 17%
Cc1c(C(=O)N(Cc2ccccc2)Cc2cccs2)cnn1-c1ccc(Cl)cc1 | 5% | -1.1% | · | -8% | 0% | -0.9% | · | i | 5.5%
COc1ccc(-c2ccc(SCC(=O)NCc3ccco3)nn2)cc1 | -19% | 0.0% | -1% | 4% | -49% | 0.2% | 36% | i | 4.3%
NS(=O)(=O)c1ccc(NC(=O)N[C@@H](Cc2ccccc2)C(=O)O)cc1 | 18% | 0.1% | 9% | 9% | -35% | -0.8% | 30% | i | 1.1%
O=C(CSc1ccc2ccccc2c1)NC1CCCc2ccccc21 (configuration not stated) | 0% | -0.8% | -8% | 2% | -17% | -0.8% | -24% | i | -0.9%
COc1ccc(CCNC(=O)c2cnccn2)cc1 | -13% | 0.2% | 2% | 8% | -1% | 0.1% | -29% | i | -0.2%
O=C1N(Cc2ccccc2F)c2ccccc2C12OCCCO2 | 14% | -0.4% | -2% | 12% | -61% | -1.1% | -6% | i | 6.0%
Cc1ccc(Cl)cc1NS(=O)(=O)c1ccc2oc(=O)ccc2c1 | 16% | 0.1% | -18% | -7% | 11% | 1.7% | 7% | · | -6.0%
CCCc1nn(C)c2c(=O)[nH]c(-c3cc(S(=O)(=O)N(CCO)CCO)ccc3OCC)nc12 | -57% | ? | 10% | 6% | 2% | -2.2% | 22% | i | 9.0%
COCCNc1nc(CSc2ccccc2)nc2sc(C)c(C)c12 | 14% | -0.3% | -3% | 1% | -10% | -1.0% | -3% | i | -0.9%
CCOC(=O)CSc1nnc(-c2cccnc2)n1Cc1ccccc1 | 10% | 0.0% | 2% | 2% | 6% | -1.2% | -26% | i | -5.6%
COc1ccc(C(=O)C2CCCN(C(=O)c3ccc(OC)o3)C2)c(C)c1 (configuration not stated) | 8% | 0.1% | -1% | 7% | -22% | 1.9% | -25% | · | 13%
CCn1cc(C(=O)N2CCCc3ccccc32)c2cc(OC)c(OC)cc2c1=O | 1% | · | 0% | -1% | -27% | -2.5% | 24% | · | 3.7%
Cn1cc(/C=C(\NC(=O)c2ccccc2Cl)C(=O)NCCCn2ccnc2)c2ccccc21 | 3% | 0.3% | -11% | -1% | -30% | -1.1% | 4% | · | 6.4%
CSc1ccccc1NC(=O)c1ccc(CN2CCOCC2)cc1 | -5% | 0.1% | · | 8% | -18% | 0.2% | 18% | i | -0.8%
CCOc1ccc(NC(=O)Cn2nnc(C(=O)NCc3ccco3)c2N)cc1 | -1% | 0.1% | -2% | 0% | -6% | 2.5% | -3% | i | 3.1%
O=C1c2ccccc2C(=O)C1(CO)c1ccccc1 | -41% | -0.5% | 0% | 35% | -40% | 2.2% | 13% | i | -3.6%
Cc1ccc(-c2nn(CC(=O)NC(C)c3ccccc3)c(=O)c3ccccc23)cc1 (configuration not stated) | 12% | -1.0% | -2% | 16% | 27% | 5.1% | 27% | i | 0.9%
CCCN1C[C@H](CSC)C[C@@H]2c3cccc4[nH]cc(c34)C[C@H]21 | -7% | 0.0% | -4% | 1% | -34% | 16% | -11% | i | 0.3%
Cc1ccc2nc(N3CCOCC3)c3nncn3c2c1 | 16% | · | -3% | -1% | -29% | 2.6% | -1% | · | 5.3%
O=C(C1CCCN1C(=O)c1cccs1)N1CCc2ccccc21 (configuration not stated) | 8% | 0.0% | -12% | 9% | -1% | -0.8% | -48% | i | -0.6%
Cc1ccc(C)c(S(=O)(=O)N2CC(=O)Nc3ccccc32)c1 | -21% | 0.2% | -6% | 4% | -29% | 0.3% | 16% | i | -2.0%
CC(C)Sc1nc2ccsc2c(=O)[nH]1 | -7% | 0.1% | -5% | 2% | -26% | 0.9% | 27% | i | -6.7%
CC(C)CCNC1=NCCCCC1 | 16% | -0.1% | -2% | -3% | 13% | -1.0% | 7% | i | 0.9%
O=C(NC(C(=O)N/N=C/c1ccccn1)c1n[nH]c(=O)c2ccccc12)c1ccccc1 (configuration not stated) | 1% | -0.2% | -6% | 9% | -4% | -1.0% | 27% | i | 3.0%
CCOC(=O)c1ccc2nc(NC(=O)C(C)C)sc2c1 | -30% | 0.5% | -1% | 9% | -35% | -2.5% | 20% | i | 2.2%
Cc1cc([N+](=O)[O-])ccc1N=Nc1c(N)[nH]n(-c2ccccc2)c1=O | -8% | -0.2% | 7% | 46% | -43% | 8.4% | -32% | i | -2.4%
COc1cc(C#N)ccc1OC(=O)Cc1cc(OC)c(OC)c(OC)c1 | 3% | -0.3% | -12% | -12% | -10% | -2.3% | -21% | · | -3.1%
COc1cccc(/C=N/NC(=O)CCc2c(C)n[nH]c2C)c1 | 9% | -0.1% | -2% | 6% | 3% | -1.3% | -18% | i | 9.8%
Cc1nc2sc(C(c3ccco3)N3CCN(c4ccccc4)CC3)c(O)n2n1 (configuration not stated) | -1% | 0.0% | -6% | -6% | -30% | -1.1% | -29% | i | -5.9%
O=C1c2ccccc2C(=O)N1CCN1CCc2ccccc21 | -36% | -0.1% | 14% | -8% | -45% | -1.3% | 10% | i | 1.5%
Cc1cc(NC(=O)c2ccc3c(c2)OCO3)ccc1NC(=O)c1ccccc1 | 6% | 1.7% | -10% | 5% | -62% | -1.2% | 10% | · | -4.5%
CCn1c(C)nc2cc(C(=O)OC(C(F)(F)C(F)F)C(F)(F)C(F)F)ccc21 | -7% | · | -8% | 0% | -11% | -0.7% | -6% | · | -4.4%
CCCC(C)NCC(=O)Nc1ccccc1-c1ccccc1 (configuration not stated) | 6% | -0.2% | -1% | 17% | 1% | 1.6% | 4% | i | -1.5%
CCOC(=O)[C@@H]1[C@H]2COc3cc(OC)ccc3[C@H]2N2C(=O)N(c3ccc(F)cc3)C(=O)[C@]12C | -10% | -0.9% | 0% | 8% | -20% | -1.0% | 2%[20 µM] | · | 0.0%
Cc1c(/C=N/NC(=O)C(NC(=O)c2ccc3c(c2)OCO3)C(C)C)c2ccccc2n1C (configuration not stated) | 12% | -0.9% | 3% | -2% | -5% | -2.0% | -14% | i | -0.6%
COc1ccc(CNC(=O)c2cc(S(=O)(=O)N3CCOCC3)cn2C)cc1 | 16% | -0.1% | 3% | 2% | -15% | -1.4% | -14%[20 µM] | · | -5.1%
Cc1ccc2c(c1)C(=O)N(CCCCO)C2=O | 7% | 0.0% | -10% | -1% | -27% | -1.6% | -9% | i | 3.9%

# Reprinted from the entries so far, 3 compounds:
compound | HEK293 NOD2/NF-kB | West Nile virus CPE | Dengue-2 NS5 capping | AID2073 | NOD1 inhibition | HIV fusion peptide | KOR beta-arrestin-1 | Yfh1-off respiration | KOR beta-arrestin-2
Cc1c(/C=N/NC(=O)C(NC(=O)c2ccc3c(c2)OCO3)C(C)C)c2ccccc2n1C (configuration not stated) | 12% | -0.9% | 3% | -2% | -5% | -2.0% | -14% | i | -0.6%
COc1ccc(CNC(=O)c2cc(S(=O)(=O)N3CCOCC3)cn2C)cc1 | 16% | -0.1% | 3% | 2% | -15% | -1.4% | -14%[20 µM] | · | -5.1%
Cc1ccc2c(c1)C(=O)N(CCCCO)C2=O | 7% | 0.0% | -10% | -1% | -27% | -1.6% | -9% | i | 3.9%
